# Yfh1-off respiration = enhancers of respiration in Yfh1-depleted yeast, dose response, Friedreich's ataxia, plus single-dose screen (AID 1465); S. cerevisiae Yfh1-off respiration, WST-1 reduction, 72 h; higher fold induction means a stronger effect; fold induction at 50 µM, or EC50 in µM where a hit was titrated; 220,000 compounds, 0.074% hits;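 active = fold induction of absorbance versus untreated yeast above a set limit, then at least 30% activation at any dose in follow-up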;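 also: activators that raise dye reduction in frataxin-depleted yeast; strong numbers were not always called active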
# Hep lipid drop = inhibitors of hepatocyte lipid droplet formation, primary screen, imaging, high-throughput imaging, BODIPY stain; AID 1656, 2009; 240,000 compounds, 0.4% hits; AML12 mouse hepatocytes, oleate lipid droplets; inhibition, % at 6.5 µM;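 active = lipid droplet intensity inhibited by at least 50%, with more than 500 cells counted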
#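 Assay system: AML12 mouse liver cells | Compound dosing: One dose, 6.5 µM compound | Read-out basis: Droplet intensity reduction, % inhibition | Measured by: Fluorescence imaging, 20x objective, two fields per well | Schedule: Overnight treatment with compound plus oleate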
# ER stress rescue = rescue of cells from ER stress-induced death, primary screen, 384-well, CSM14.1, thapsigargin, ATP luminescence (AID 1222). CSM14.1 thapsigargin-induced death rescue, ATP luminescence; higher % means a stronger effect. cellular ATP content (survival), % at 20 µM, or EC50 in µM where a hit was titrated. 190,000 tested, under 10 active;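 active = EC50 below 50 µM in the dose-response confirmation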;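 also: death triggered by thapsigargin at about 15 µM added after 2 h compound pretreatment; cell ATP read after overnight thapsigargin exposure of roughly 18 to 22 hours; normalized against plate controls of thapsigargin alone and 5% DMSO vehicle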
# Autophagy mod = autophagy modulators in MEF cells, primary screen, imaging, high-content, MEF GFP-LC3 | MEF GFP-LC3 puncta imaging; test concentration mostly 10 µM | calls only at 10 µM (by protocol) | AID 463193, 2010 | 190,000 compounds, 0.98% hits;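 active = percentage of spot-positive cells more than 3 SD above its plate mean, without a fluorescence outlier flag or 80% toxicity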;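 also: spot-positive cell cutoff set from DMSO-treated cells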
# Ins promoter up = insulin promoter activators in MIN6 cells, imaging, high-content screening, mouse beta cells; AID 1625, 2009; z-score at 5 µM; 190,000 compounds, 0.3% hits; MIN6 insulin promoter-GFP reporter; stronger effect = higher value;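 active = z-score above 3 at 5 µM with at least 500 cells counted in the well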
# P. falciparum M1AAP = P. falciparum M1AAP inhibitors, biochemical, fluorogenic H-Leu-NHMec substrate, 1536-well (AID 1445); inhibition, % at 30 µM; hits with a dose series show IC50 in µM; recombinant M1AAP, H-Leu-NHMec fluorogenic kinetic assay; higher % means a stronger effect; Aminopeptidase N (Plasmodium falciparum (isolate 3D7)); 220,000 compounds, 0.42% hits;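 active = primary inhibition above the hit cutoff, then over 50% inhibition at one or more dose response concentrations, cut at about 23% in these data, passing the limit was not always enough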;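 also: plate controls were DMSO full reaction for no effect and no enzyme background for full effect; strong numbers were not always called active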
# MT stabilize HCS = microtubule stabilizers in HeLa cells, primary screen, imaging, high-content imaging; % tubulin-high responders, % at 10 µM; HeLa tubulin immunostaining HCS, 24 h; share of cells brighter than vehicle mean+2SD; 200,000 compounds, 0.83% hits;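 active = plate Z-score above 3 for both tubulin-high and condensed-nucleus cell shares, with cell loss under 80%, at 10 µM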;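 also: anti alpha tubulin signal scored within the nucleus-defined area of each cell; some results filed as inactive read as strong as hits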
# M17LAP inhibition = P. falciparum M17LAP inhibitors, primary screen, biochemical, fluorogenic H-Leu-NHMec substrate, 1536-well (AID 1619); Leucine aminopeptidase (Plasmodium falciparum (isolate 3D7)); recombinant M17LAP, H-Leu-NHMec fluorogenic kinetic assay; higher % means a stronger effect; inhibition, % at 30 µM, or IC50 in µM where a hit was titrated; 220,000 compounds, 0.38% hits;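 active = compound inhibiting the enzyme by more than half at any dose during confirmatory dose-response retesting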;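 also: plate controls were full reaction with DMSO carrier for no effect and no enzyme background for full effect; strong numbers were not always called active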
# Dynein cargo inh = inhibitors of GR-EGFP nuclear translocation, primary screen, dynein cargo transport inhibitor project, imaging, high-content, 3617.4 mouse cells; test concentration mostly 20 µM; stimulated with dexamethasone, 1 µM; stronger effect = lower value; z-score, hits read low; 220,000 compounds, 0.47% hits; AID 1381, 2008;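 active = plate z-score of nuclear minus cytoplasmic receptor signal below a set negative limit, without overly bright fluorescence or cell loss, cut at about -3.5 in these data, passing the limit was not always enough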;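 also: z-score of nuclear minus cytoplasmic ring GR-EGFP intensity difference per well; some compounds called inactive have numbers as strong as hits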
#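 medium = tetracycline-free induction medium containing charcoal-stripped FBS | also added = 1.0 µM final dexamethasone stimulus | schedule = 48 h induction, 1 h compound, 30 min dex at 37 °C | technique = fixed, Hoechst-stained cells imaged at 10x for EGFP | measure = GR-EGFP nuclear translocation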
# Dynein cargo inh cytoplasmic EGFP = further read-out of Dynein cargo inh, marked with its call; z-score; measured here: cytoplasmic GR-EGFP intensity; stronger effect = higher value
# Dynein cargo inh nuclear GR-EGFP = second read-out of Dynein cargo inh, no call of its own (marks repeat the call); z-score; measured here: nuclear GR-EGFP intensity;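 lower value marks the stronger effect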
# Dynein cargo inh cell count = further read-out of Dynein cargo inh, marked with its call; z-score; measured here: cell count per field
# Ins promoter up cell count = second read-out of Ins promoter up, no call of its own (marks repeat the call); cell count; measured here: cytotoxicity, nuclei count;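 total cells summed across four imaged fields per well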
# Hep lipid drop cells 6.5 µM = second read-out of Hep lipid drop, no call of its own (marks repeat the call); cell count; measured here: cell count, cytotoxicity flag;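 cells counted across two imaged fields per well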
# MT stabilize HCS Hoechst-high % = second read-out of MT stabilize HCS, no call of its own (marks repeat the call); % Hoechst-high responders; measured here: nuclear condensation Hoechst responders;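 share of cells brighter than vehicle mean plus two SD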
# MT stabilize HCS cytotoxicity % = also measured in MT stabilize HCS; calls as there; toxicity, %; measured here: cytotoxicity by cell density;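 0% = mean cell density of plate MIN control wells and 100% = no cells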
# Autophagy mod cell loss 18 h = second read-out of Autophagy mod, no call of its own (marks repeat the call); toxicity, %; measured here: cell loss, nuclei count;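 cell loss after 18 h compound exposure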
# * = called active by the depositor; i = inactive; x = not tested or not shown.
SMILES,Yfh1-off respiration,Hep lipid drop,Hep lipid drop cells 6.5 µM,ER stress rescue,Autophagy mod,Autophagy mod cell loss 18 h,Ins promoter up,Ins promoter up cell count,P. falciparum M1AAP,MT stabilize HCS,MT stabilize HCS Hoechst-high %,MT stabilize HCS cytotoxicity %,M17LAP inhibition,Dynein cargo inh,Dynein cargo inh cytoplasmic EGFP,Dynein cargo inh nuclear GR-EGFP,Dynein cargo inh cell count
COc1ccc(CN2CCCCC2C)cc1OC (centres undefined),i,12,688,-0.3%,i,-9,-0.85,1055,1%,1.1,1.0,6.4,1%,-0.14,0.07,0.3,-0.98
CC(C)c1ccc(N2C(=O)[C@@H]3Cc4ccccc4CN3C2=O)cc1,i,7,775,-1.2%,i,6,0.35,886,5%,3.3,2.6,8.7,11%,0.89,-0.26,0.78,0.043
COC(=O)C(C(=O)Nc1cccc(C)n1)C1CCCCCC1 (centres undefined),i,x,x,-0.4%,i,0,-0.14,1495,4%,2.9,2.8,6.3,5%,-0.57,-0.2,-0.96,-0.48
Cc1cccc(OCCNc2cc(N3CCN(C)CC3)ccc2[N+](=O)[O-])c1,i,-6,683,-2.7%,i,-3,0.15,1301,9%,3.7,1.7,1.1,5%,0.14,-0.17,0.33,-0.14
Cc1ccc(NC(=S)NCc2ccccc2)cc1[N+](=O)[O-],i,-2,706,1.2%,i,-2,-0.12,1423,12%,9.9,1.9,5.6,4%,-0.63,-0.24,-0.58,0.26
CCN(CC)S(=O)(=O)c1ccc(C)c(NC(=O)CN2CCN(C)CC2)c1,i,15,743,x,x,x,0.4,1458,5%,x,x,x,3%,-0.53,0.64,-0.075,0.83
c1coc(-c2ncc[nH]2)c1,i,x,x,-1.5%,i,9,1.5,1110,-8%,2.5,2.8,9.4,-3%,0.33,-0.4,0.17,0.78
O=C(O)c1ccccc1-n1c(-c2ccccc2)cc2c1CCCC2=O,i,-12,750,1.7%,i,31,0.27,1423,2%,1.1,0.6,0.1,6%,0.41,-0.29,0.42,-0.49
Cc1ccc(S(=O)(=O)N2CC=C(C(=O)NC3CC3)CC2)cc1,i,-1,736,x,x,x,-0.15,1072,5%,x,x,x,7%,-0.97,0.068,-0.098,1.2
C(=N\Nc1nnnn1-c1ccccc1)/c1ccncc1,i,-3,695,-1.2%,i,-3,-0.31,1143,6%,5.6,3.0,10,21%,0.0076,-0.27,-0.37,0.52
CCN(CC)S(=O)(=O)c1cccc(C(=O)Oc2cccc(NC(=O)c3cccs3)c2)c1,i,0,670,14%,i,8,x,x,1%,2.1,2.1,3.8,6%,0.28,-0.22,-0.25,-0.41
CCCCOc1ccc(C(=O)NN2CCN(C)CC2)cc1,i,-1,631,-0.7%,i,4,-0.51,1350,-1%,2.0,2.4,5.4,-7%,-0.25,-0.24,-0.19,0.071

# Ordered by the number under Dynein cargo inh cell count (falling): some entries from above.
canonical_smiles	P. falciparum M1AAP	MT stabilize HCS Hoechst-high %	M17LAP inhibition	Dynein cargo inh	Dynein cargo inh cytoplasmic EGFP	Dynein cargo inh nuclear GR-EGFP	Dynein cargo inh cell count
c1coc(-c2ncc[nH]2)c1	-8%	2.8	-3%	0.33	-0.4	0.17	0.78
CCCCOc1ccc(C(=O)NN2CCN(C)CC2)cc1	-1%	2.4	-7%	-0.25	-0.24	-0.19	0.071
Cc1cccc(OCCNc2cc(N3CCN(C)CC3)ccc2[N+](=O)[O-])c1	9%	1.7	5%	0.14	-0.17	0.33	-0.14

# The list continues:
SMILES,Yfh1-off respiration,Hep lipid drop,Hep lipid drop cells 6.5 µM,ER stress rescue,Autophagy mod,Autophagy mod cell loss 18 h,Ins promoter up,Ins promoter up cell count,P. falciparum M1AAP,MT stabilize HCS,MT stabilize HCS Hoechst-high %,MT stabilize HCS cytotoxicity %,M17LAP inhibition,Dynein cargo inh,Dynein cargo inh cytoplasmic EGFP,Dynein cargo inh nuclear GR-EGFP,Dynein cargo inh cell count
CSC1=NCCN1CCOc1ccccc1,i,1,751,-0.8%,i,0,x,x,1%,2.3,1.7,7.0,0%,-0.86,-0.37,-0.64,1.1
CN1CCN(Cc2nc3ccccc3c(=O)n2Cc2nc(-c3ccc([N+](=O)[O-])cc3)cs2)CC1,i,-14,541,-4.8%,i,27,-0.43,1112,12%,9.6,1.2,9.5,7%,-3.7*,1.2*,-1.9*,-3.1*
CN1CCN(S(=O)(=O)c2cccc(C(=O)NCc3ccccc3Cl)c2)CC1,i,0,661,2.9%,i,17,1.3,1205,6%,1.9,2.1,6.0,3%,0.1,-0.16,-0.036,1.1
O=S(=O)(Nc1ccccc1F)c1ccc2nsnc2c1,i,4,776,5.7%,i,14,-0.5,1216,14%,4.7,2.0,9.5,10%,0.83,-0.23,0.63,0.46
CC1CCCCN1S(=O)(=O)c1ccc(S(=O)(=O)N(CC(=O)Nc2ccccc2)Cc2cccs2)cc1 (centres undefined),i,46,601,-1.3%,i,0,-0.45,1175,6%,2.8,4.0,4.7,6%,-0.43,-0.29,-0.49,0.54
Clc1ccccc1CN1CCN(CCCc2ccccc2)CC1,i,-8,702,-1.1%,i,0,0.07,1115,-4%,2.0,1.4,0.7,17%,0.6,0.18,0.57,-0.46
CN=C1CC(SC)=C1c1ccc(C)cc1,i,-3,664,-0.7%,i,-4,-0.05,1185,-1%,4.0,1.9,4.7,1%,0.078,0.21,0.37,0.0058
Cc1ccc(NC(=O)/C(=C\c2ccccc2)NC(=O)c2ccco2)cc1,i,33,725,x,x,x,-0.06,1013,5%,x,x,x,-4%,-0.24,-0.27,-0.16,0.27
Cc1cc(C)n(-c2nc(C(=O)O)cs2)n1,i,-6,673,1.0%,i,21,-0.43,1245,-5%,6.0,2.7,3.1,-3%,1.3,-0.37,0.82,-0.24
O=C1CC(Cc2ccccc2)C(=O)N1CCCn1ccnc1 (centres undefined),x,-2,518,-1.9%,i,2,0.42,1983,4%,3.6,1.4,2.5,8%,-0.5,1.2,0.29,0.58
Cn1cnc(S(=O)(=O)Nc2ccccc2N2CCOCC2)c1,i,-11,703,x,x,x,x,x,3%,x,x,x,-6%,-0.11,-0.29,-0.14,0.92
COCCCNC(=S)N/N=C/c1ccccc1O,i,-5,676,x,x,x,-2.5,937,8%,x,x,x,19%,-0.86,-0.24,-0.38,0.78
COc1cccc(/C=N/c2sc(Cc3ccccc3)c(C)c2C(N)=O)c1O,i,11,594,-0.3%,i,-5,-0.11,1409,13%,2.4,2.7,3.7,5%,0.27,-0.19,0.44,-1.1
Clc1nc(-c2ccccn2)nc2scc(-c3ccccc3)c12,i,-17,530,-6.3%,i,8,0.17,1117,0%,3.7,4.4,3.0,-17%,-1.1,-0.23,-0.9,0.69
Clc1ccc2[nH]c3c(NCCCN4CCOCC4)ncnc3c2c1,i,x,x,-0.5%,i,-4,-0.27,1344,15%,4.9,4.2,6.1,18%,-0.42,0.018,-0.18,0.8
Cc1cc(C)cc(NC(=O)C2CCCC2)c1,i,x,x,1.2%,i,-13,x,x,7%,2.2,2.4,7.0,8%,-0.8,-0.17,-0.23,0.37
COc1ccccc1Oc1cc(-n2nc(C)cc2C)ncn1,i,-2,715,-1.7%,i,-11,-0.19,1338,-2%,3.4,2.1,1.5,1%,1.4,-0.22,0.7,-0.62
Nc1ccc(Sc2nc3ccccc3[nH]2)cc1,i,9,669,0.1%,i,2,0.31,1331,2%,1.4,2.1,7.1,-6%,-0.56,-0.21,-0.42,-0.35
Cc1cc(NC(=O)Nc2cccc(C(F)(F)F)c2)no1,i,16,791,-3.8%,i,-11,0.47,1184,4%,4.2,2.1,5.4,3%,0.014,-0.19,0.35,-1.1
CCS(=O)(=O)Nc1ccc(C(=O)CC2(O)C(=O)Nc3ccccc32)cc1 (centres undefined),i,1,706,x,i,-3,0.23,1251,-2%,1.4,1.4,21,22%,0.058,-0.27,-0.014,1.2
COCc1ccc(CN2CCCC(CO)(Cc3ccccc3)C2)o1 (centres undefined),i,6,705,-0.5%,i,6,-0.5,1566,0%,2.9,3.0,9.5,-26%,-1.1,-0.23,-0.71,0.93

# Source: PubChem (several laboratories)
